DRD3 antagonist = D3 dopamine receptor (human) antagonism | P35462 | D3R cells, DiscoveRx beta-arrestin luminescence, antagonist mode; active compounds read low | max response, negative = inhibition, % | 360,000 tested, 2.5% active; in the data active = max response below about -50%; inconclusive = no clear call, values can overlap the other calls; also: % is scaled to controls: 0 for no effect and ±100 for the full control effect; mostly tested at two doses, the higher about 12 µM
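Cells expressing the human receptor were seeded at 1500 cells/well, incubated overnight at 37 degrees C in 5% CO2, then exposed to library compounds with dopamine controls for 90 minutes at 37 degrees C before luminescent detection.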
GLP-1R agonist = activates the human GLP-1 receptor; P43220; HEK293 GLP-1R CRE-luciferase, luminescence, 4-6 h; cells express a hypersensitive GLP-1R form; Potency, µM (series often up to 45.6 µM), without a hit: top-dose activation, hits mostly activators; 380,000 tested, 0.007% active; AID 624172; also: potency is read from the fitted curve at half-maximal effect; % of control where 0% means no effect
Target sequence (P43220 whole entry, looked up): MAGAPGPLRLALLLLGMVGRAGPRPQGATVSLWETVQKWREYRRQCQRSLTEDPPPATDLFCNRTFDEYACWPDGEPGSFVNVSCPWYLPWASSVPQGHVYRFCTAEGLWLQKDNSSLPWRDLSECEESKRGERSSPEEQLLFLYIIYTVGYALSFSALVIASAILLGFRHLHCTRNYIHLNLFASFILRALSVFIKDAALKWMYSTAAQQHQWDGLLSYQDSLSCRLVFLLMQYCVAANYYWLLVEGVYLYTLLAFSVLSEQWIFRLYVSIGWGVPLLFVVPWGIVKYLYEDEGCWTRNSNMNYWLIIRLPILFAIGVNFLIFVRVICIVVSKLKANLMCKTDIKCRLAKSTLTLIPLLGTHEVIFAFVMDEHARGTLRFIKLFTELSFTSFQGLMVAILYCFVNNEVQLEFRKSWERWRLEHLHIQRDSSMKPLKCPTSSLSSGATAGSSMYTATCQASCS
FUS suppressor = FUS proteinopathy suppression in yeast; S. cerevisiae FUS-expressing, growth rescue, OD600, 24 h; Potency, µM (doses to about 76.6 µM), without a hit: top-dose growth rescue (activation), usual class: activators; 390,000 tested, 0.24% active; AID 1347120;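 also: potency is read from the fitted curve at half-maximal effect; plate controls were DMSO vehicle for no effect and reference control for full effect; nearly all actives have a fitted effect of over 55% in size; some results filed as inactive show a strong effect at the top dose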
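Cultures pregrown in 2.5% raffinose medium are shifted to minimal medium containing 2% galactose to express toxic FUS. Compounds are tested at several concentrations. After 24hr at 30C, growth is quantified at 600 nm absorbance.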
Abeta rescue = A-beta toxicity reversal in yeast; 410,000 tested, 0.063% active; Potency, µM (series often up to 46.1 µM), for the others: at the top dose growth rescue, hits mostly activators; yeast expressing A-beta42, growth rescue, OD600, 48 h; response scale: 0% DMSO, 100% iron-clioquinol control; also: potency is read from the fitted curve at half-maximal effect; nearly all actives have a fitted effect of over 55% in size
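Growth rescue measured by 600 nm absorbance after 48 h yeast culture at 30 C with compound. Values normalized between DMSO and an equimolar ferric chloride plus clioquinol control.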
GLP-1R inv ag = acts as inverse agonist at human GLP-1 receptor; P43220; HEK293 GLP-1R CRE-luciferase, luminescence, 24 h; GLP-1R form is constitutively active; Potency, µM (titrated, usually from 38.3 µM), inactives show at the highest dose activity change, negative = inhibition, usual class: inhibitors; 410,000 tested, 1.6% active; AID 624417; also: potency is read from the fitted curve at half-maximal effect; % is scaled to controls: 0 for no effect and ±100 for the full control effect; nearly all actives have a fitted effect of over 55% in size
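Constitutively active GLP-1R drives a cAMP-responsive luciferase in stably transfected HEK293 cells; test compounds are added after overnight (12 h) attachment and left 24 hr, and signal loss in luminescence marks inhibition.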
Akt phos inh = Akt phosphorylation inhibition; AID 651550; Neuro2A IGF-stimulated pAkt S473 HTRF, 20 min; active compounds read low; activity change, % for hits at 50 µM; 360,000 tested, 0.32% active; in the data active = activity change below about -80%; inconclusive = mostly about -51% to -80%; also: % is scaled to controls: 0 for no effect and ±100 for the full control effect
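Neuro2A cells (4,500/well, DMEM with 0.5% FBS) were treated with compound at a single 50 µM final concentration, stimulated with 6 nM IGF for 20 min at 37 °C, and lysed. Phospho-Akt Ser473 was read by HTRF as 665/615 ratio ×10^4.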
aSyn yeast inh = inhibitors of alpha-synuclein toxicity in yeast; Yeast expressing alpha-synuclein, growth rescue, BacTiter-Glo, 24 h; 370,000 tested, 0.14% active; Potency, µM (titrated, usually from 46.1 µM), for inactives: at the highest dose growth rescue (activation), usual class: activators; also: potency is read from the fitted curve at half-maximal effect; % of control where 0% means no effect; nearly all actives have a fitted effect of over 65% in size
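Readout is rescue of growth in alpha-synuclein-expressing yeast, so inhibitors of toxicity appear as activators. Growth after 24 hr at 30 deg C in galactose medium is quantified by luminescence.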
TDP-43 yeast inh = inhibitors of TDP-43 toxicity in yeast; Potency, µM (highest dose often 46.1 µM), inactives show top-dose growth rescue (activation), most hits filed as activators; AID 652104; TDP-43 expressing yeast growth rescue, BacTiter-Glo, 24 h; 410,000 tested, 1.8% active; also: potency is read from the fitted curve at half-maximal effect; % of control where 0% means no effect; nearly all actives have a fitted effect of over 50% in size
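Readout is BacTiter-Glo luminescence of cell growth, so inhibitors register as activators. TDP-43-expressing yeast at OD600=0.02 in galactose medium, after raffinose pregrowth to mid-log, were incubated with compound for 24 hr at 30 deg C.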
PTHR1 agonist = PTHR1 (human) receptor agonism. AID 743266. Q03431. HEK293 GP2 PTHR1 cells, GloSensor cAMP luminescence, 1 h. 410,000 tested, 0.075% active. Potency, µM (doses to about 115 µM), for the others: at the top dose activation, actives largely listed as activators; also: potency is read from the fitted curve at half-maximal effect; nearly all actives have a fitted effect of over 55% in size; some results filed as inactive show a strong effect at the top dose; inactives centre near -15; many of its hits are not listed in these tables
Target sequence (Q03431 whole entry, looked up): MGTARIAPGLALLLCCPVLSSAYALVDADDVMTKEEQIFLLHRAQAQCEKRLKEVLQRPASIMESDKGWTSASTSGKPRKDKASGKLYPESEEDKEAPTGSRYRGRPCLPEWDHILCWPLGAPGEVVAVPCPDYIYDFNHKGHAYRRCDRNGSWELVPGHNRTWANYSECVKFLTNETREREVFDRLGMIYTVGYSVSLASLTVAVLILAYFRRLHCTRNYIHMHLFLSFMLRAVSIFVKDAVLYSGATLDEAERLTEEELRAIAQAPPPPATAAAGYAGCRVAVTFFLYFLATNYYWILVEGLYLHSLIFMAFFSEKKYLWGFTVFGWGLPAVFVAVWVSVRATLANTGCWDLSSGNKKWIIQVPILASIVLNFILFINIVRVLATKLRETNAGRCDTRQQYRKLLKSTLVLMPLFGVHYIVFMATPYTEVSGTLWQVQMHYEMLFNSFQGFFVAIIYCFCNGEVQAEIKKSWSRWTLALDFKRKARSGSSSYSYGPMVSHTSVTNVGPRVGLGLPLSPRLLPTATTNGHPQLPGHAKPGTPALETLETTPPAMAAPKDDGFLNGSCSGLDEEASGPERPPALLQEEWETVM
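HEK-293-derived GP2 cells expressing PTHR1 and a GloSensor cAMP reporter, 3,000/well, plated overnight, given luciferin plus IBMX (each 0.5 mM as added) for 1 h at 37 °C, then compound for 1 h at 37 °C. Luminescence was read after 15 min at room temperature.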
* marks the source's active call; other numbers are inactive results; i = inactive; ? = inconclusive; / = no result given; & = joins results of further samples; [ ] = remark or other dose. Unless noted, calls follow the shape of the dose curve; as a rule, active = well fitted curve in the direction sought with a large enough effect; inconclusive = small, poorly fitted or top-dose-only effect, or another doubt; inactive = no such curve, though single readings can be large; an effect the other way counts as inactive or inconclusive. An excerpt. The share of hits here may be higher or lower than overall.

SMILES	DRD3 antagonist	GLP-1R agonist	FUS suppressor	Abeta rescue	GLP-1R inv ag	Akt phos inh	aSyn yeast inh	TDP-43 yeast inh	PTHR1 agonist
CC(=O)Nc1nnc(-c2c(-c3c(Cl)cccc3Cl)noc2C)o1	1	0%	-8%	-13%	13%	i	6%	-7%	-16%
CCOC(=O)C1CCCN(c2cc(=O)n(-c3ccccc3Cl)c(=O)[nH]2)C1 (stereo unspecified)	-3	6%	-11%	6%	-14%	i	-9%	3%	-20%
CCCC(C)c1nnc(NC(=O)C(=O)OCC)s1 (stereo unspecified)	-17	6%	18%	18%	1%	i	-4%	-9%[0.397 µM]	-19%
Cc1ccc(S(C)(=O)=NC(=O)c2cc(C)on2)cc1 (stereo unspecified)	5	1%	7%	-2%	4%	i	0%	13%	i
COc1cccc(NC(=O)C2(C)CCN2CCc2ccccc2)c1 (stereo unspecified)	-5	5%	1%	-9%	11µM*	i	-5%	11%	-13%
O=C(CSc1ccc(Cl)cc1Cl)N1CCC(c2nc3ccccc3s2)CC1	47	2%	?	13%	?	i	30%	22%	-21%
CCCc1nnc(NC(=O)CCC(=O)N2CCN(C3c4ccccc4-c4ccccc43)CC2)s1	19	9%	/	0%	13%	i	-8%	16%	i
O=C(NCc1ccccc1C(F)(F)F)C1CC(c2ccccc2C(F)(F)F)=NO1 (stereo unspecified)	0	11%	23%	-11%	-28%	i	10%	23%	-14%
O=C(NCc1ccccc1F)C(=O)NCC(c1ccc2c(c1)OCO2)N1CCOCC1 (stereo unspecified)	/	/	-12%	13%	1%	/	/	16%	-10%
Cc1c(Cl)cccc1NC(=O)c1ncn[nH]1	3	-5%	-30%	-8%	2%	i	-5%	12%	i
Cc1ccc(OCc2nc(C#N)c(N3CCCC3)o2)cc1	0	?	17%	-17%	?	-113%*	6%	12%	-2%[57.5 µM]
COc1ccc(OC)c(NC(=O)Cn2cnc3ccc(S(=O)(=O)N4CCC(C)CC4)cc3c2=O)c1	/	-2%	?	-5%	-1%	/	/	10%	i
CNc1cc(-c2cccc(N(C)C)c2)ncn1	9	0%	-14%	-5%	-15%	i	1%	25%	-88%[inhibitor]
COc1ccc(C(=O)NC(=O)COC(=O)C2COc3ccccc3O2)cc1 (stereo unspecified)	17	-8%	9%	-2%	4%	i	0%	-9%	i
COc1ccc(C2N(C(=O)CN3CCCC3)CCCN2S(=O)(=O)c2ccccc2)cc1 (stereo unspecified)	4	10%	-3%	-5%	-10%	i	-2%	1%	i
CC(C)(C)OC(=O)C[C@@H]1C/C=C\C[C@@H](CC(=O)N(CCO)Cc2ccccc2)C(=O)N[C@@H](c2ccccc2)COC1=O	-21	10%	41%	-10%	?	i	-3%	-13%	-2%
Cc1ccccc1NC(=O)Nc1nnc(N2CCCCCC2)s1	/	/	-18%	-9%	15%	/	/	22%[9.22 µM]	i
COC(=O)C1=C(NC(=O)c2ccccc2[N+](=O)[O-])CCS1	-4	8%	2%	10%	17%	i	-8%	-18%[0.397 µM]	-4%
O=C(COC(=O)COc1ccc(Cl)cc1Cl)NC1CCCC1	14	4%	13%	-8%	11%	i	7%	-22%	-24%
CC(C)c1onc(C(=O)N2C(C)CCCC2C)c1[N+](=O)[O-] (stereo unspecified)	20	1%	/	4%	14%	i	0%	?	i
CC(C(=O)NCc1ccco1)n1cc([N+](=O)[O-])cn1 (stereo unspecified)	-12	0%	-9%	-17%	6%	i	0%	-13%	i
CCOC(=O)c1ccc(-n2c(C)nc3c(cnn3-c3ccc(Cl)cc3)c2=O)cc1	-12	-1%&0%	-5%&5%	6%&-2%	20%&0%	i	3%	22%&10%	-76%&-34%[inhibitor]
Cc1ccc(N=C2NC(=O)/C(=C\c3ccco3)S2)cc1	9	-12%	/	9%	71%[activator]	i	4%	5%	i
CCC(=O)Nc1ccc(C(=O)NNC(=O)C(c2ccccc2)c2ccccc2)cc1	-13	-10%	-10%	-4%	6%	i	-4%	5%	-3%
Cc1ccc(NC(=O)C2CCN(S(=O)(=O)c3ccc4c(c3)NC(=O)C(C)S4)CC2)cc1Cl (stereo unspecified)	20	0%	?	3%	2%	i	1%	10%	-3%

Six of the entries above in order of the PTHR1 agonist value, lowest first:
smiles	GLP-1R agonist	GLP-1R inv ag	Akt phos inh	PTHR1 agonist
O=C(COC(=O)COc1ccc(Cl)cc1Cl)NC1CCCC1	4%	11%	i	-24%
CCOC(=O)C1CCCN(c2cc(=O)n(-c3ccccc3Cl)c(=O)[nH]2)C1 (stereo unspecified)	6%	-14%	i	-20%
CCCC(C)c1nnc(NC(=O)C(=O)OCC)s1 (stereo unspecified)	6%	1%	i	-19%
CC(=O)Nc1nnc(-c2c(-c3c(Cl)cccc3Cl)noc2C)o1	0%	13%	i	-16%
COC(=O)C1=C(NC(=O)c2ccccc2[N+](=O)[O-])CCS1	8%	17%	i	-4%
Cc1ccc(NC(=O)C2CCN(S(=O)(=O)c3ccc4c(c3)NC(=O)C(C)S4)CC2)cc1Cl (stereo unspecified)	0%	2%	i	-3%

The listing continues.
SMILES	DRD3 antagonist	GLP-1R agonist	FUS suppressor	Abeta rescue	GLP-1R inv ag	Akt phos inh	aSyn yeast inh	TDP-43 yeast inh	PTHR1 agonist
O=C(NCc1ccccc1F)c1cc(=O)[nH]c2ccccc12	-3	8%	-14%	9%	11%	i	-3%	-2%	i
CCN(CC)CCSc1nnc2c3cc(F)ccc3n(CC)c2n1	/	16%	10%	-24%	13%	/	/	-27%	-22%
COc1ccc([N+](=O)[O-])cc1NC(=O)C(C)N1CCN(C(=O)c2ccco2)CC1 (stereo unspecified)	6	14%	-1%	0%	25%	i	2%	-6%	i
CCOc1ccccc1NC(=O)c1nc2nc(C)cc(C(F)F)n2n1	/	/	10%	4%	-10%	/	/	?	i
Nc1nc(N2CCOCC2)nc2ccccc12	?	7%	7%	-9%	0%	i	3%	-25%	i
CSC1=NCCN1C(=O)c1ccc(C)cc1	1	1%	-11%	-2%	-1%[7.66 µM]	i	4%	1%	i
CCOCCCn1c(=S)[nH]c2cc3c(cc2c1=O)OCO3	4	1%	/	-18%	27%	i	6%	26%	i
O=C(NNC(=O)c1ccccc1O)c1ccc(Cl)c(S(=O)(=O)N2CCc3ccccc32)c1	0	7%	11%	-13%	?	i	-3%	-22%	-43%[inhibitor]
CC(Sc1ncc(C#N)c(N)n1)C(=O)Nc1ccccc1 (stereo unspecified)	-20	0%	4%	-4%	6%	i	-4%	-17%	i
O=C(/C=C/c1ccccc1)N/C(=C/c1ccccc1)C(=O)N1CCCCC1	-7	-6%	11%	19%	?	i	1%	23%	-32%[inhibitor]
CCn1c(SCC(=O)c2ccccc2)nnc1-c1cccc(Cl)c1	/	0%	14%	-13%	-10%	/	/	?	-14%
Cc1ccc(N(C(=O)CNC(=O)c2ccco2)C(C(=O)NC2CCCCC2)c2cccnc2)cc1F (stereo unspecified)	-5	8%	5%	7%	38%[activator]	i	2%	-11%	i
Cn1c(SCC(=O)NC(=O)NCc2ccco2)nnc1-c1ccccc1	?	-2%	?	4%	32%[activator]	i	-5%	-6%	i
O=C(NN1C(=O)NC2(CCCCC2)C1=O)c1cccs1	-6	-1%	/	-16%	0%	i	-20%	-3%	20%
COCOCCn1cc(CN2CCS(=O)(=O)N(Cc3ccc(-c4ccncc4)cc3)C(C(C)C)C2=O)nn1 (stereo unspecified)	10	-2%	-3%	0%	40%[activator]	i	-3%	22%	-21%
CC(C)(C)OC(=O)C[C@@H]1C/C=C\C[C@H](CC(=O)N[C@H](CO)Cc2ccccc2)C(=O)N[C@@H](Cc2c[nH]c3ccccc23)COC1=O	16	-1%	?	-19%	18%	i	-2%	-12%	-25%
Cc1cccnc1NC(=O)c1ccc(S(=O)(=O)N2CCC(C)CC2)cc1	0	-2%	10%	-14%	4%	i	-4%	-6%	-81%[inhibitor]
O=C(CSc1nc2ccccc2c(=O)n1CC1CCCO1)NCc1ccc2c(c1)OCO2 (stereo unspecified)	-13	4%	37%	-18%	-8%	i	-2%	-24%	-22%
Cc1ccc(S(=O)(=O)N2CC3C(=O)C[C@@H](c4ccccc4)N(S(=O)(=O)c4ccccc4Cl)C3CC2c2ccccc2)cc1 (stereo partly specified)	8	/	25%	4%	?	i	?	20%	-20%
Cc1csc(CN(C)C(=O)C2CCC(=O)N(CCCc3ccccc3)C2)n1 (stereo unspecified)	10	-5%	15%	6%	8%	i	1%	-14%	i
Cc1ccccc1-n1nnnc1-c1ccccc1	-29	-7%	19%	-9%	4%	i	-5%	?	i
N#Cc1c(N2CCN(C(=O)c3ccccc3)CC2)nc(-c2ccccc2)c2c1CCCC2	?	-3%	24%	-31%	?	i	?	?	i
CN(C)c1ccc(-c2ccnc3c2CC(C)(C(=O)NCc2cccs2)O3)cc1 (stereo unspecified)	11	-1%	27%	-7%	?	i	16%	0%	-23%
Cc1ccc(NS(=O)(=O)c2ccc(C(=O)NNC(=O)c3ccccc3O)cc2)cc1	18	-7%	-8%	-13%	-34%	i	1%	6%	-28%
CN(c1ccccc1)S(=O)(=O)c1cccc(NC(=O)CSc2n[nH]c(N)n2)c1	13	8%	14%	-5%	9%	i	-2%	3%	-24%
CC1(C(=O)NS(=O)(=O)c2ccccc2Cl)CCN1C(=O)c1ccccc1 (stereo unspecified)	11	-5%	-9%	2%	?	i	0%	15%	i
O=C1c2ccccc2C(=O)c2c1ccc(C(=O)N1CCCCC1)c2NCCO	-7	-1%	9%	23%	1%	i	0%	14%	-42%[inhibitor][57.5 µM]

Just GLP-1R inv ag, for some of the entries so far:
| SMILES | GLP-1R inv ag |
| --- | --- |
| Cc1ccc(NS(=O)(=O)c2ccc(C(=O)NNC(=O)c3ccccc3O)cc2)cc1 | -34% |
| CCN(CC)CCSc1nnc2c3cc(F)ccc3n(CC)c2n1 | 13% |

Compound activity deposited in PubChem by National Center for Advancing Translational Sciences (NCATS).
